Screening results (PubChem BioAssay)
D3 ag: D3 dopamine receptor (human) agonism; max activation, %; 0.58% of 410,000 active; D3R DiscoveRx beta-arrestin cells, luminescence, 90 min; in the data active means max activation above about 30%; further: 0% is about no effect; mostly tested at two doses, the higher about 12 µM
Target sequence (P35462 whole entry, looked up): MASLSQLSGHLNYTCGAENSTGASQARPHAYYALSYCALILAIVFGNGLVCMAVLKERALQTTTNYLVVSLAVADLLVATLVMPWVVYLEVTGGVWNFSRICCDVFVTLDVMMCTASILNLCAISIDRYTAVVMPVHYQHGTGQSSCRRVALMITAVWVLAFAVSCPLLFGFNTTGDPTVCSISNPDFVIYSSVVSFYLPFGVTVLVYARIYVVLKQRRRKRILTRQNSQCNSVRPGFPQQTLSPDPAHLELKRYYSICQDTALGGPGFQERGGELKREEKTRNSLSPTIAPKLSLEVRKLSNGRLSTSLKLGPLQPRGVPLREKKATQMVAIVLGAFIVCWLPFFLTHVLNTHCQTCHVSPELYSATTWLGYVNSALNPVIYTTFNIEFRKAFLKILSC
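Cells at 1500/well, incubated overnight, then treated with pinned compounds (dopamine as control) for 90 min at 37 degrees C. DiscoveRx reagent added for 30 - 60 minutes at room temperature; luminescence read.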
D3 antag: blocks the human D3 dopamine receptor; P35462; D3R cells, DiscoveRx beta-arrestin luminescence, antagonist mode; active compounds read low; max response, negative = inhibition, %; 2.5% of 360,000 active; AID 652054; in the data active means max response below about -50%; inconclusive means no clear call, values can overlap the other calls; further: on the % scale 0 is the no-effect control and ±100 the full control effect; mostly tested at two doses, the higher about 12 µM
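Cells plated overnight at 1500 cells/well, then exposed to library compounds with dopamine controls for 90 minutes at 37 degrees C. DiscoveRx reagent added for 30–60 minutes at room temperature; luminescence read, quantitative HTS format.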
HT1080-NT tox: kills 2HG-producing HT-1080-NT fibrosarcoma cells. 1.6% of 360,000 active. HT-1080-NT fibrosarcoma viability, CellTiter-Glo ATP luminescence, 48 h. Potency, µM (titrated, usually from 46.1 µM), inactives show top-dose activity, negative = less viability, most hits filed as cytotoxic. AID 686970;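 further: NT is the 2HG producing partner of a matched IDH1 knockdown line; potency means the concentration at half of the fitted maximal effect; 0% = DMSO-treated cells and -100% = media-only wells without cells; nearly all actives have a fitted effect of over 55% in size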
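Viability of the 2HG-overproducing fibrosarcoma line after 48 hours of compound exposure at 37 degrees C was determined by luminescence with CellTiter-Glo, and concentration-effect curves were then fitted and categorized.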
HT1080 IDH1KD tx: HT-1080 IDH1 knockdown cell toxicity (counter line); HT-1080 IDH1 knockdown viability, ATP luminescence, 48 h; Potency, µM (top dose mostly 46.1 µM), without a hit: at the highest dose activity, negative = toxicity, usual class: cytotoxic; 2% of 360,000 active; AID 686971;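 further: potency means the concentration at half of the fitted maximal effect; 0% = DMSO wells and -100% = cell-free medium wells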
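% activity derives from luminescence (CellTiter-Glo), normalised to DMSO and no-cell wells. HT-1080-IDH1KD cells, 750/well, had 48 h compound exposure at 37 °C.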
GLP-1R agonist: GLP-1 receptor (human) agonism; Potency, µM (top dose mostly 45.6 µM), for the others: at the highest dose activation, actives largely listed as activators; HEK293 GLP-1R CRE-luciferase, luminescence, 4-6 h; cells express a hypersensitive GLP-1R form; P43220; 0.007% of 380,000 active; AID 624172; further: potency means the concentration at half of the fitted maximal effect; % of control where 0% means no effect
Target sequence (P43220 whole entry, looked up): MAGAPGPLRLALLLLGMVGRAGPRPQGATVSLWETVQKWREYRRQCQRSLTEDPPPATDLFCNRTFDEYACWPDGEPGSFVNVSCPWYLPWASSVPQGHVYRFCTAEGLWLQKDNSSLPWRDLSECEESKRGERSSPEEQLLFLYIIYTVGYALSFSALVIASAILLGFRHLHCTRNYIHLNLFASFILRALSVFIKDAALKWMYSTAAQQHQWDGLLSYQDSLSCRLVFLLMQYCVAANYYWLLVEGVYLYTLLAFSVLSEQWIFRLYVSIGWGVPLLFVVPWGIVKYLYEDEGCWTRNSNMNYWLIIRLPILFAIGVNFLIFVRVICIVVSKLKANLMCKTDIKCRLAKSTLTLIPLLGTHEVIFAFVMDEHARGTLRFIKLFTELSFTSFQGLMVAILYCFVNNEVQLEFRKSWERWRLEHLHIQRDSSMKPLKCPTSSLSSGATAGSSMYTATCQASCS
IL1B secr inh: inhibitors of inflammasome signaling (IL-1 beta secretion). activity change, % at 57.5 µM. 4.7% of 360,000 active. THP-1 LPS/ATP IL-1B secretion, AlphaLISA, 16 h; active compounds read low. AID 743279; in the data active means activity change below about -50%; inconclusive means mostly about -30% to -49%; further: on the % scale 0 is the no-effect control and ±100 the full control effect
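Secreted IL-1B measured by AlphaLISA bead assay after 16 h compound exposure of THP-1 cells; compounds (final up to 57.5 uM) added 1 h before LPS (250 ng/mL) and ATP (1.25 mM) stimulation; lower signal means less secretion.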
KB-V1 MDR tox: kills drug-selected multidrug resistant KB-V1 cells. KB-V1 MDR cells viability, CellTiter-Glo, 72 h. Potency, µM (series often up to 46.1 µM), without a hit: top-dose activity change, negative = cytotoxicity, actives largely listed as cytotoxic. 3.4% of 400,000 active. AID 1347076; further: potency means the concentration at half of the fitted maximal effect; on the % scale 0 is the no-effect control and ±100 the full control effect; nearly all actives have a fitted effect of over 60% in size
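KB-V1 MDR subline cells in DMEM (phenol-red free, 10% FBS) exposed to compounds in qHTS concentration series for 72 h at 37 degrees C. Viability read by CellTiter-Glo luminescence; concentration-effect curves fitted after normalization and correction.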
SW480 rereplic: induces DNA re-replication in SW480 colon adenocarcinoma cells; SW480 DNA re-replication, Hoechst DNA content imaging, 48 h; Potency, µM (doses to about 46.1 µM), for inactives: at the highest dose re-replication activation, most hits filed as activators; 1.8% of 340,000 active; AID 624297; further: potency means the concentration at half of the fitted maximal effect; % of control where 0% means no effect; nearly all actives have a fitted effect of over 55% in size
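SW480 cells exposed to compounds for 48 hr at 37 C, 5% CO2, then Hoechst-stained 40 min. Nuclear DNA content imaged by fluorescence scanning (405 nm excitation, 500-530 nm emission); re-replication scored as increased high-intensity nuclei.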
KB-3-1 tox: KB-3-1 parental cell cytotoxicity. Potency, µM (titrated, usually from 46.1 µM), inactives show at the top dose activity change, negative = cytotoxic, hits mostly cytotoxic. KB-3-1 viability, CellTiter-Glo ATP luminescence, 72 h. AID 1347075. 1.4% of 400,000 active; further: potency means the concentration at half of the fitted maximal effect; on the % scale 0 is the no-effect control and ±100 the full control effect; nearly all actives have a fitted effect of over 60% in size
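Using CellTiter-Glo luminescence, growth of non-resistant KB-3-1 adenocarcinoma cells is assessed 72 h after pin-tool compound addition at 37 °C. Normalized responses across the concentration series yield fitted curves.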
The depositor's hits bear a star; ? = inconclusive; . = no result given; & = joins results of further samples; [ ] = dose if it differs, or a comment. Unless noted, the call rests on the fitted dose curve; in most records, active means well fitted curve in the direction sought with a large enough effect; inconclusive means small, poorly fitted or top-dose-only effect, or another doubt; inactive means no such curve, though single readings can be large; an effect the other way counts as inactive or inconclusive.

SMILES	D3 ag	D3 antag	HT1080-NT tox	HT1080 IDH1KD tx	GLP-1R agonist	IL1B secr inh	KB-V1 MDR tox	SW480 rereplic	KB-3-1 tox
CN(c1ccccc1C(=O)Nc1cccc([N+](=O)[O-])c1)S(C)(=O)=O	5	7	16%	14%	14%	1	0%	-3%	20%
O=C(c1ccccc1)c1nn(-c2cccc(Cl)c2)ccc1=O	-2	8	4%	-2%	14%	-21	-1%	-13%	-5%
CCc1noc(C)c1C(=O)Nc1ccc(Cl)c(S(=O)(=O)N2CCCCC2)c1	5	-6	0%	-11%	1%	-5	?	0%	-27%
CCOC(=O)N1CCN(S(=O)(=O)c2ccc(OCC(=O)OC)cc2)CC1	-3	-11	0%	16%	-1%	-64*	8%	20%	-9%
Cc1ccc2c(C)c(C(=O)NCCc3ccco3)oc2c1C	3	3	9%	6%	19%	-16	0%	-1%	-1%
Cn1cc(C=O)c(-c2ccc3c(c2)OCCCO3)n1	-7	-21	-2%	9%	15%	4	2%	2%	0%
CCOc1ccc(-c2nnn(CCC#N)n2)cc1OC	1	1	24%	4%	3%	7	-1%	1%	0%
O=C(COc1ncnc2ccccc12)N1CCN(C(=O)c2ccco2)CC1	-12	-21	15%	8%	-1%	12	-1%	-4%	-15%
O=C(Nc1ccc(Nc2ccccc2)cc1)c1ccc(Br)cc1	-2	6	-18%	-9%	2%	7	1%	10%	-5%
CCOCCn1ccc2c(OCC(=O)NCCc3ccc(OC)c(OC)c3)cccc2c1=O	6	3	3%	0%	15%	18	-9%	-11%	16%
O=C(c1ccc(S(=O)(=O)c2ccccc2)cc1)N1CCc2ccccc2C1	-7	-18	-12%	-2%	1%	-15	18µM*	-4%	-5%
c1ccc(CCNc2ccnc3cc4ccccc4cc23)cc1	-6	-12	18µM*	21µM*	-2%	-102*	8.2µM*	16µM*	18µM*
COC(=O)[C@]1(C)CCC[C@@]2(C)C3CC[C@@]4(C)C[C@]3(CC[C@H]12)C[C@H]4O (some centres not stated)	0	-5	-2%	-5%	3%	6	-5%	-3%	-15%
CN(CC(=O)O)c1ccc(C(F)(F)F)cc1[N+](=O)[O-]	0	-16	0%	?	-1%	18	15%	-2%	1%
CCc1ccc(S(=O)(=O)c2n[nH]n3c2nc(=O)c2ccccc23)cc1	-3	-4	-15%	10%[9.24 µM]	-1%	46	2%	-1%	-16%
CCCCN(CCCNC(=O)c1ccc2c(c1)NC(=O)CN2C)c1ccccc1	2	0	?	?	-8%	-103*	1%	.	?
CCOc1cc(C(=O)Nc2ccc(C(=O)NCCN(CC)CC)cc2)ccc1OCC(=O)N1CCOCC1	0	6	14%	9%	4%	18	24%	-104%[inhibitor]	5%
Cc1ccc(NC(=O)c2sc(N)nc2-c2ccccc2)cc1C	-4	8	-2%	-23%	15%	-16	?	-22%	1%
Cc1ccccc1OCCCCn1cnc2ccccc21	-2	-6	-8%	?	?	-19	?	17%	0%
COc1ccc(C(C)=O)cc1CSc1ccc(S(=O)(=O)N2CCCCC2)cn1	-6	2	-11%	0%	16%	0	0%	-7%	-5%
CC(=O)Cn1c(CN2CC(C)CC(C)C2)nc2c1c(=O)n(C)c(=O)n2C (configuration not stated)	-1	7	14%	17%	-10%	17	?	-3%	12%
COC(=O)CC1c2cc(OC)c(OC)cc2CC(=O)c2cc(OC)c(OC)cc21 (configuration not stated)	1	17	15%	11%	0%	-5	-1%	-5%	-2%
Cc1cc(C)nc(SC2CC(=O)N(c3ccc(Br)cc3)C2=O)n1 (configuration not stated)	-11	-1	-5%	-11%	2%	29	3%	4%	-5%
CCOc1ccc(OCC)c(S(=O)(=O)N2CCOCC2)c1	-5	12	-10%	8%	6%	2	-3%	-4%	5%
CCCn1c(SCC(=O)NCCc2ccc(Cl)cc2Cl)n[nH]c1=O	-10	-24	-3%	6%[9.24 µM]	0%	28	-7%	8%	4%
CCN(C(=O)COC(=O)c1cccc2ccccc12)c1c(N)n(Cc2ccccc2)c(=O)[nH]c1=O	0	0	-6%	-4%	5%	?	13%	-18%	0%
C/C(=N\N=c1/sc2ccccc2n1C)c1ccccn1	2	16	5%	8%	?	14	-3%	8%	-2%
CCCc1nn(CCc2ccccn2)c(N)c1CC	-5	-8	1%	7%	-3%	24	-5%	-8%	9%
CCC(C(=O)NCCc1ccc(S(N)(=O)=O)cc1)c1ccccc1 (configuration not stated)	-9	-18	21%	15%	8%	-8	7%	-80%[inhibitor]	8%
Cc1oc(-c2cccc(C(F)(F)F)c2)nc1CN1CCC[C@H]1CO	-25	-20	8%	12%	8%	36	-21%	-2%	-1%

An excerpt from above in order of length of the SMILES, highest first.
SMILES	D3 ag	D3 antag	HT1080-NT tox	HT1080 IDH1KD tx	GLP-1R agonist	IL1B secr inh	KB-V1 MDR tox	SW480 rereplic	KB-3-1 tox
CCOc1cc(C(=O)Nc2ccc(C(=O)NCCN(CC)CC)cc2)ccc1OCC(=O)N1CCOCC1	0	6	14%	9%	4%	18	24%	-104%[inhibitor]	5%
COc1ccc(C(C)=O)cc1CSc1ccc(S(=O)(=O)N2CCCCC2)cn1	-6	2	-11%	0%	16%	0	0%	-7%	-5%
CCCCN(CCCNC(=O)c1ccc2c(c1)NC(=O)CN2C)c1ccccc1	2	0	?	?	-8%	-103*	1%	.	?

The results go on.
SMILES	D3 ag	D3 antag	HT1080-NT tox	HT1080 IDH1KD tx	GLP-1R agonist	IL1B secr inh	KB-V1 MDR tox	SW480 rereplic	KB-3-1 tox
CC(=O)c1ccccc1NC(=O)CSCc1nc2sc(C)c(C)c2c(=O)[nH]1	-13	11	-6%	-2%	2%	8	?	-5%	26%
O=C(c1ccccc1)N1CCN2C(=O)c3ccccc3C12c1ccc(Cl)cc1 (configuration not stated)	0	19	-26%	-22%	0%	?	?	1%	?
COc1ccc(C(=O)N2CCC2)cc1S(=O)(=O)NCc1ccc(Cl)cc1	-15	-6	6%	6%	13%	26	4%	-36%[inhibitor]	2%
Cn1nc(C(=O)OCC(=O)Nc2ccc3ccccc3c2)c2ccccc2c1=O	3	12	17%	8%	-2%	38	1%	3%	-2%
O=C(Nc1nc(-c2nc3ccccc3s2)cs1)c1ccco1	0	-7	26%	14%	1%	-9	21%	-13%	19%
Cc1cn([C@H]2C[C@H](O)[C@@H](CNCc3ccc(Oc4cc(-n5cccn5)ncn4)cc3)O2)c(=O)[nH]c1=O	1	22	-9%	7%	6%	13	0%	.	3%
COc1ccc(N2C(=O)CCC2=O)cc1	-7	-18	0%	1%	-13%	-16	19%	-1%	-3%
O=C(c1ccccc1)N1CCC(O)(c2ccc3c(c2)OCO3)CC1	5	-17	2%	-4%	26%	4	12%	-3%	18%
CSc1nnc(-c2cccc(NC(=S)NN)c2)o1	1	-24	5%	-3%	-8%	-11	-12%	4%	-17%
O=C(CSc1n[nH]c(=O)[nH]c1=O)Nc1ccc(Br)cc1Br	-7	-13	2%[9.24 µM]	-3%	-3%	5	26%	5%	15%
N#CC1=C(N)C(C#N)(C#N)C(c2cccnc2)C2CN(C(=O)OCc3ccccc3)CC=C12 (configuration not stated)	-6	-74*	?	?	-4%	-21	?	-3%[9.22 µM]	0%
Cc1c(NC(=O)C(C)OC(=O)CC2CC3CCC2C3)c(=O)n(-c2ccccc2)n1C (configuration not stated)	0	3	8%	2%	0%	33	3%	2%	7%
COc1ccc(NC(=O)C2CCCN(S(=O)(=O)c3c(C)[nH]c(=O)[nH]c3=O)C2)cc1 (configuration not stated)	1&2	-15	0%	-5%	-1%&-1%	17	11%&2%	3%	7%&1%
CN1CCCC1=Nc1ccccc1	-1	-5	5%	0%	-2%	20	5%	.	?
CC(O)(c1cccnc1)c1nc(-c2ccoc2)cs1 (configuration not stated)	4	6	21%	15%	-6%	?	5%	.	0%
Cc1oc2cc3oc(=O)cc(C)c3cc2c1C	0	11	20%	-3%	2%	-7	-2%	-1%	14%
O=C(COc1coc(CN2CCc3ccccc3C2)cc1=O)Nc1ccc([N+](=O)[O-])cc1	-16	-21	0%	-17%	-10%	4	-5%	19%	-3%
O=C(N/N=C/c1c(O)ccc2ccccc12)c1cccc(C(F)(F)F)c1	11	159	?	2.3µM*	6%	23	-11%	?	?
Cc1cc(C)cc(C(O)c2ncc(-c3cccc(C(F)(F)F)c3)[nH]2)c1 (configuration not stated)	7	2	?	?	-7%	-9	2%	.	0%
CN(CC(=O)Nc1ccc(Cl)c(C(F)(F)F)c1)C(=O)COC(=O)C1CC2CCCC(C1)C2=O (configuration not stated)	3	4	0%	0%	14%	-3	24%	1%	-1%
CC(C)CCNC(=S)Nc1ccc(Br)cc1	3	1	17%	-7%	-1%	-1	18µM*	33%	?
O=C(NCCCCNC(=O)c1cccnc1)c1cccnc1	-2	3	-2%	0%	-7%	15	-1%	-7%	0%
COc1ccc(C(=O)NC(C)C2CC3CCC2C3)c(OC)c1 (configuration not stated)	2	23	8%	0%	-1%	-3	4%	15%	4%
CCCCN(C)C(=O)C1CCN(CCCc2ccccc2)CC1	-3	?	-2%	-5%	-1%	-16	-4%	-2%[9.22 µM]	-3%
Cc1nn(C(C)C(=O)NCCN2CCCC2)c(=O)c2c1sc1ccccc12 (configuration not stated)	0	1	-1%	17%	-5%	11	3%	1%	1%
CCNC(=O)NC(=O)C(C)OC(=O)C1CCN(S(=O)(=O)c2ccc(C)c(C)c2)CC1 (configuration not stated)	2	1	11%	11%	3%	7	?	2%	15%
COc1ccc(S(=O)(=O)N2CCSC2c2ccccc2)cc1 (configuration not stated)	0	17	-7%	-29%	6%	2	23µM*	8%	?
O=C(c1ccc(OC2CCN(Cc3ccccc3OC(F)F)CC2)cc1)N1CCCC1	-4	6	5%	7%	-1%	?	0%	11%	24%
Cc1ccc(C(=O)NC2CC(C)(C)NC(C)(C)C2)cc1C	1	-17	3%	4%	-3%	-6	14%	2%	6%
